# Mtb RmlCD inh: inhibitors of Mycobacterium tuberculosis RmlC and RmlD coupled enzymes; P9WH09+P9WH11; RmlC+RmlD coupled enzyme assay, percent inhibition; primary screen in compound mixtures; inhibition, % at 3.6 µM; hit rate 0.03% among 160,000; AID 1533; in the data active = inhibition mostly above about 34%, no sharp cut-off; note: some results filed as inactive read as strong as hits
# Target sequence (P9WH09 whole entry, looked up): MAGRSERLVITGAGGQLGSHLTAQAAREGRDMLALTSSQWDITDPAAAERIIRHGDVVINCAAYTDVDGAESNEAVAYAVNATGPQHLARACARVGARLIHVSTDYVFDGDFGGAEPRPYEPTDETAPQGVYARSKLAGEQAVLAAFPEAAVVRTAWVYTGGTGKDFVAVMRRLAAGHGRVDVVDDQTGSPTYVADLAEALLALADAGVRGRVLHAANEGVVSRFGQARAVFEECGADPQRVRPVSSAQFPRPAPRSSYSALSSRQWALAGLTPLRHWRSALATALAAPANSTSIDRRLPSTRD
# Target sequence (P9WH11 whole entry, looked up): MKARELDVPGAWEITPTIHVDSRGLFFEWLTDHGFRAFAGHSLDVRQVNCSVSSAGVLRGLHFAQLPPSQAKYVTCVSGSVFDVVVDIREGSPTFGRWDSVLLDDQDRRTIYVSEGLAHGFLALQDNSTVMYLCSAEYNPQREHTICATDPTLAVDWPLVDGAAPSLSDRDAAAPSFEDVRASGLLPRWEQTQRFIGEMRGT
# M. tuberculosis GlmU: inhibition of mycobacterial GlmU enzyme – biochemical, glucosamine-1-phosphate acetyltransferase (AID 1376); one-dose inhibition, %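 (tested at 30 µM in the primary screen)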; IC50 in µM for titrated hits; M. tuberculosis GlmU acetyltransferase enzyme assay; higher % means a stronger effect; hit rate 0.25% among 220,000; in the data active = inhibition above about 13%;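 note: 0% = complete reaction with vehicle and 100% = reaction without substrate; strong numbers were not always called active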
# An asterisk follows results filed as active; · = no result given. The list is partial; count on the stated rates, not on these rows.
SMILES,Mtb RmlCD inh,M. tuberculosis GlmU
CCc1cc2c3c(c1)C1(C(=O)N3C(C)(C)C=C2C)C(C#N)=C(N)Oc2[nH]c(=O)[nH]c(=O)c21 (stereo unspecified),6.5,-2.3%
CCCCn1c(O)c(C(C)=NC(Cc2c[nH]c3ccccc23)C(=O)OC)c(=O)[nH]c1=O (stereo unspecified),-7.9,-2.2%
O=C(NNC(=O)c1cccs1)c1ccc(S(=O)(=O)N2CCCCC2)cc1,0.7,2.6%
Cc1ccc(C(=O)N/C(=C\c2cccc([N+](=O)[O-])c2)C(=O)NCc2ccncc2)cc1,-6.6,6.3%
Cc1ccc(S(=O)(=O)n2nc(C)cc2N)cc1,·,-4.8%
O=C(Cc1cccs1)N(Cc1ccco1)C1(C(=O)NC2CCCCC2)CCCCC1,3.9,-2.8%
O=C(O)COc1ccccc1/C=N/NC(=O)c1cccc(S(=O)(=O)N2CCOCC2)c1,2.2,2.0%
Cc1cc([N+](=O)[O-])nn1CCCC(=O)Nc1cccc(Cl)c1Cl,-4.2,-6.0%
O=C(NC1CCCC1)C1=COCCO1,-3.4,-4.9%
COC(=O)C1=C(C)NC2=C(C(=O)CC(C)(C)C2)C1c1ccsc1 (stereo unspecified),·,-2.9%
CCCc1nnc(NS(=O)(=O)c2ccc(OC)cc2)s1,-5.4,-2.7%
CCOc1ccc2noc3c2c1C(=O)c1ccccc1-3,·,2.7%
O=C(CSCc1ccccc1)N/N=C/c1ccc(OCC(=O)N2CCCCC2)cc1,·,-3.0%
CCOCC(=O)Nc1nc2c(s1)C(=O)CC(C)(C)C2,19.0,6.3%
CC(=NCCCn1ccnc1)c1c(C)[nH]n(-c2ccc([N+](=O)[O-])cc2)c1=O,3.1,-8.9%
CCCC(=O)NC(=S)c1c(C)n(C)n(-c2ccccc2)c1=O,25.8,2.3%
CCCn1c(SCC(=O)NC2CCCC(C)C2C)n[nH]c1=O (stereo unspecified),-6.3,0.8%
CC12CC3(C)CC(C)(C1)CC(C(=O)Nc1nn[nH]n1)(C2)C3,·,2.0%
COc1ccc(C(c2nnnn2CS(=O)(=O)c2ccc(C)cc2)N2CCN(Cc3ccccc3)CC2)cc1 (stereo unspecified),·,2.9%
COC(=O)COc1ccc2c(-c3ccc(OC)cc3)cc(=O)oc2c1,9.8,-5.1%
CCOC(=O)/C(C#N)=C1/C=Nc2ccccc2N1,-7.6,-0.8%
O=C(O)c1ccoc1CN1CCCCC1,-8.3,5.1%
CC(C)n1c(SCc2ccc(Cl)cc2)nc2c1c(=O)[nH]c(=O)n2C,11.4,2.2%
COc1ccc(NS(=O)(=O)c2cccc(NC(=O)COc3ccc(OC)cc3)c2)cc1,·,-0.6%
CC(=O)Nc1ccc(Oc2ccc([N+](=O)[O-])cc2Cl)cc1,-9.1,-2.8%

# Next part; it opens with the 2 that closed the last part.
SMILES,Mtb RmlCD inh,M. tuberculosis GlmU
COc1ccc(NS(=O)(=O)c2cccc(NC(=O)COc3ccc(OC)cc3)c2)cc1,·,-0.6%
CC(=O)Nc1ccc(Oc2ccc([N+](=O)[O-])cc2Cl)cc1,-9.1,-2.8%
CCOC(=O)c1cn(Cc2cccc(C)c2)nn1,11.2,6.8%
COC(=O)c1ccc(C(=O)OC)c(NC(=O)CSCc2ccc(Br)cc2)c1,-6.4,0.1%
CC(C)CC(C(=O)NCC1CCCO1)N(C(=O)Cn1nnc(-c2ccc(F)cc2)n1)c1cccc(C(F)(F)F)c1 (stereo unspecified),-3.0,4.7%
O=C1NC(=O)/C(=C\c2ccc(Oc3ccc([N+](=O)[O-])cn3)cc2)S1,·,-3.4%
Cc1ccc(C)c2nc3sc(C(=O)N4CCOCC4)c(N)c3cc12,14.5,-3.5%
O=C(NCCCN1CCOCC1)c1ccc(Cl)cc1[N+](=O)[O-],-9.6,-2.4%
O=C(c1cccs1)N1CCN(Cc2cccnc2)CC1,·,-1.7%
O=Cc1cccn1-c1c(C(=O)O)cnn1-c1ccccc1,10.2,-0.1%
CCC(C)(C)C(=O)Nc1ccc(C(N)=O)cc1,18.9,-2.7%
CC(C)C(=O)Nc1cccc(C(=O)Nc2nnc(C(C)C)s2)c1,·,-1.9%
CN(C)CCNS(=O)(=O)c1ccc(N2CCN(c3ccc(F)cc3)CC2)c([N+](=O)[O-])c1,3.1,-8.5%
CN(C)S(=O)(=O)c1cc(C(=O)O)c(NC2CCCCC2)cc1Cl,10.0,-2.5%
CCOC(=O)N1CCN(C(=O)CSCc2ccc(Br)cc2)CC1,9.6,4.4%
Cc1ccc(S(=O)(=O)N(CC(=O)N2CCOCC2)C2CCCCC2)cc1,-1.4,-0.1%
Cc1ccc([N+](=O)[O-])cc1-c1[nH]c(-c2ccc(O)c(O)c2)nc1-c1ccccc1,6.1,1.7%
CS(=O)(=O)N(CC(=O)O)c1cccc(Cl)c1,1.0,-6.0%
CCC1(c2ccc(F)cc2)NC(=O)N(CC(=O)Nc2cc(S(=O)(=O)N(C)C)ccc2Cl)C1=O (stereo unspecified),-2.9,0.3%
Fc1ccc(C2=Nn3c(nnc3-c3n[nH]c4c3CCC4)SC2)cc1,5.2,-2.1%
CCCCC(=O)Nc1nc2c(OC)cc([N+](=O)[O-])cc2s1,4.7,-4.5%
Fc1ccc(N2CCN(Cc3cnc(Oc4ccc(Br)cc4)s3)CC2)cc1,·,-0.8%
CCOC(=O)C1C(=O)NCC1c1ccccc1 (stereo unspecified),·,-2.3%
CC(=O)Nc1cc(C(=O)NCc2ccco2)ccc1Sc1ccc(F)cc1,-2.7,-1.9%
CC1CCC2(CC1)NC(=O)N(CC(=O)Nc1ccc3c(c1)CCC3)C2=O (stereo unspecified),1.7,2.6%
CCCCC1CC(/C(C)=N/NC(N)=O)OC1=O (stereo unspecified),78.1,2.9%
CC(C)C(NS(=O)(=O)c1ccc2c3c(cccc13)C(=O)N2)C(=O)O (stereo unspecified),·,2.5%

# The list goes on.
SMILES,Mtb RmlCD inh,M. tuberculosis GlmU
COc1ccc(C(=O)OC(COc2ccccc2)Cn2ccnc2)cc1 (stereo unspecified),-3.8,1.0%
O=C(Cn1cnc2c(nnn2Cc2ccccc2)c1=O)NCc1ccccc1Cl,6.3,-1.9%
CCCCNC(=O)NCc1cnn(C)c1C,·,-2.0%
Cc1cc(F)ccc1NC(=O)c1cccnc1,-2.2,-1.6%
COc1ccccc1OCc1nc(-c2cccc([N+](=O)[O-])c2)no1,-4.9,-8.0%
O=C(CCCN1C(=O)/C(=C/c2cccc(Br)c2)SC1=S)Nc1ccccn1,3.6,2.1%
O=C(Nc1ccccc1N1CCOCC1)C1Cc2ccccc2CN1C(=O)c1ccco1 (stereo unspecified),4.1,3.1%
Cc1cc(C[n+]2ccsc2N)c2ncccc2c1,·,-4.4%
Oc1ccc(N=Nc2n[nH]c(-c3ccc(Br)cc3)n2)cc1,-12.1,0.5%
CC(C)Cc1nc2oc3c(=O)[nH]cnc3c2c2c1CCC2,·,0.0%
CN1C(=O)[C@@H]2[C@@H]3C[C@@H]([C@H]4ON=C(c5ccc(Cl)cc5)[C@@H]34)[C@@H]2C1=O,7.0,-8.6%
CC1CCc2sc(C(=O)Nc3ccc(N4CCOCC4)cc3)cc2C1 (stereo unspecified),0.4,-0.7%
COc1cccc(/C=N/NC(=O)c2ccc3nc[nH]c3c2)c1,1.0,-1.5%
C/C(=N\O)c1cccc(Br)c1,36.1,-0.5%
O=C(O)CCC(=O)NCC1OCCc2ccccc21 (stereo unspecified),3.5,4.2%
CC1CC2(CC(C)(C(=O)CSc3nc4ccccc4s3)OC2=O)C(=O)O1 (stereo unspecified),10.6,7.7%
O=C(CCCN1C(=O)c2ccccc2C1=O)Nc1ccccn1,·,0.1%
Cc1cc(C)nc(NC(=O)c2c(C(=O)O)noc2C)n1,-10.4,·
COc1ccc(-c2cn3cc(C)ccc3n2)cc1Br,·,-3.2%
Cc1noc(NS(=O)(=O)c2ccc(N)cc2)c1C,·,1.7%
Cn1c(N)c(C(=O)CSc2ncn[nH]2)c(=O)n(C)c1=O,-15.3,-4.1%
CC(=O)c1cccc(NC(=O)CN(c2cccc(F)c2)S(C)(=O)=O)c1,-2.5,1.9%
CCCCOc1ccc(CN2CCN(CCO)CC2)cc1,7.7,-1.6%
Cc1cccc(N/C=C(\[N+](=O)[O-])S(=O)(=O)c2ccccc2)c1,-7.0,7.8%
CN(C)c1oc(-c2ccccc2F)nc1C#N,-8.6,-0.3%

# (list continues)
SMILES,Mtb RmlCD inh,M. tuberculosis GlmU
Cc1ccc(NC2=C([N+](=O)[O-])CS(=O)(=O)C2)cc1,8.9,1.4%
CCC(C)[C@H](Nc1nc(-c2ccccc2)nc2c1oc1ccccc12)C(=O)O (stereo partly specified),·,2.5%
CCCc1ncc(C(O)c2cccc(OC)c2)n1C (stereo unspecified),11.5,-6.4%
O=c1[nH]ncc(N2CCN(C(c3ccccc3)c3ccccc3)CC2)c1Cl,-9.4,1.0%
O=C(CCC1CCCN(C(=O)CCCc2ccccc2)C1)N1CCN(c2ccccn2)CC1 (stereo unspecified),·,1.8%
COc1ccc(S(=O)(=O)NCc2c(-c3ccccc3)noc2C)c(OC)c1,2.7,-5.5%
O=C(Cn1cnc2c(cnn2-c2ccc(F)cc2)c1=O)NCc1ccco1,4.5,-1.4%
Cc1ccc(-c2csc(NC(=O)c3ccno3)n2)cc1,11.8,9.7%
Cc1sc(NC(=O)C2CCCCC2C(=O)O)c(C(N)=O)c1-c1ccc(C(C)C)cc1 (stereo unspecified),89.8,3.4%
Cn1cc(SCC(=O)NCc2ccc3c(c2)OCO3)c2ccccc21,6.0,0.5%
CCCCCCn1c(CN2CCN(C(=O)c3ccco3)CC2)nc2c1c(=O)n(C)c(=O)n2C,5.8,-2.0%
O=C(Cc1ccccc1)NNC(=O)Nc1ccc(Cl)c(Cl)c1,2.9,2.0%
CCCC[C@H]1C2=C3[C@@H](CC(C(=O)OC)=C[C@@H](C(=O)OC)[C@H]3C(C)(C)C2=O)n2c(=O)n(-c3ccccc3)c(=O)n21,·,-1.1%
O=C(CN1CCN(Cc2ccccc2)CC1)N/N=C/c1cccs1,2.9,2.4%
O=C(Nc1nnc(-c2ccco2)s1)C1CC1,-5.0,-2.7%
Cc1ccc2c(C)cc[n+](CCCS(=O)(=O)[O-])c2c1,·,1.8%
CS(=O)(=O)Nc1ccc(C(=O)Nc2ccc(S(=O)(=O)N3CCCC3)cc2)cc1,-4.4,-7.4%
CCOc1cc(NC(=S)Nc2cccc(OC)c2)c(OCC)cc1NC(=O)C1CC1,·,-1.8%
Cc1cn2c(-c3ccc(Cl)cc3)nnc2s1,9.5,-0.5%
CS(=O)(=O)N(Cc1ccccc1)c1ccc(C(=O)NCCSc2ccccn2)cc1,-13.8,0.8%
O=[N+]([O-])c1cccc(/C=N/Nc2cc(Cl)nc(-c3ccccc3)n2)c1,34.1,0.1%
COc1ccc(/C=C/C(=O)OCC(=O)NCC2CCCO2)cc1 (stereo unspecified),-12.1,9.8%
Cc1n[nH]c(=S)n(/N=C/c2cccs2)c1=O,27.6,5.7%
O=C(CCCN1C(=O)c2ccccc2C1=O)Nc1nnc(C2CC2)s1,7.3,8.4%
CC(C)C(CO)N1CCN(Cc2ccccc2)CCC1=O (stereo unspecified),-0.9,3.7%

# The list continues:
SMILES,Mtb RmlCD inh,M. tuberculosis GlmU
C/C(=N\NC(=S)NC1CCCCC1)c1ccc(Cl)c(Cl)c1,·,2.3%
C=CCN1C(=O)C(CC(=O)O)SC1=Nc1c(C)n(C)n(-c2ccccc2)c1=O (stereo unspecified),34.0,2.1%
CC(C)Oc1ccccc1/C=N/NC(=O)c1ccc(F)cc1,·,6.3%
O=C(N/N=C/c1cccnc1)c1ccccc1OCc1cccc(Br)c1,8.0,5.9%
COc1ccc(OC)c(-c2nc(C(N)=O)c3[nH]c(=O)n(-c4ccc(F)cc4)c3n2)c1,8.9,-2.4%
CC1CCCN(c2nc(N(C)c3ccccc3)nc(N)c2[N+](=O)[O-])C1 (stereo unspecified),-10.1,3.1%
COc1ccc(NC(=O)CC2C(=O)N(C)C(=S)N2CCc2ccccc2)cc1 (stereo unspecified),28.2,4.8%
Cc1ccc(NC(=O)C(OC(=O)c2ccc(NC(N)=O)cc2)c2ccccc2)cc1Cl (stereo unspecified),29.7,0.4%
COCCN(Cc1cc2cc3c(cc2nc1Cl)OCO3)C(=O)Nc1ccc(F)cc1,21.8,2.6%
O=C(Cc1ccccc1[N+](=O)[O-])Nc1nccs1,·,0.5%
CCOC(=O)Cc1csc(NC(=O)C(NC(=O)C2CCCCC2)C(C)C)n1 (stereo unspecified),6.2,3.9%
O=S(=O)(NCCn1cccc1)c1ccc2ccccc2c1,5.0,-1.8%
NC(=O)N/N=C/c1ccc(N2CCOCC2)s1,6.1,-1.4%
O=C(NCCc1ccc(Cl)cc1)c1cc2ccccn2n1,48.1,-1.5%
CCCCn1c(SCC(=O)NCc2ccco2)nc2c(sc3ccccc32)c1=O,-6.7,-0.3%
CCOC(=O)c1[nH]c2ccc(C)cc2c1NC(=O)CN1CCCCC1,10.7,-0.1%
COc1cccc(OC)c1OCC(C)CNCC1CCCO1 (stereo unspecified),·,0.4%

# In the list so far, eight have two or more sulfur atoms:
SMILES,Mtb RmlCD inh,M. tuberculosis GlmU
O=C(NNC(=O)c1cccs1)c1ccc(S(=O)(=O)N2CCCCC2)cc1,0.7,2.6%
CCCc1nnc(NS(=O)(=O)c2ccc(OC)cc2)s1,-5.4,-2.7%
O=C(CCCN1C(=O)/C(=C/c2cccc(Br)c2)SC1=S)Nc1ccccn1,3.6,2.1%
CC1CC2(CC(C)(C(=O)CSc3nc4ccccc4s3)OC2=O)C(=O)O1 (stereo unspecified),10.6,7.7%
CS(=O)(=O)Nc1ccc(C(=O)Nc2ccc(S(=O)(=O)N3CCCC3)cc2)cc1,-4.4,-7.4%
CS(=O)(=O)N(Cc1ccccc1)c1ccc(C(=O)NCCSc2ccccn2)cc1,-13.8,0.8%
Cc1n[nH]c(=S)n(/N=C/c2cccs2)c1=O,27.6,5.7%
CCCCn1c(SCC(=O)NCc2ccco2)nc2c(sc3ccccc32)c1=O,-6.7,-0.3%

# Screens (PubChem)
